Screening results as filed in PubChem BioAssay.
Nrf2 block: Nrf2 pathway inhibition. A549 ARE-Fluc reporter, luciferase luminescence, 18-24 h. Potency, µM (highest dose often 46 µM), for the others: top-dose activity change, negative = inhibition, usual class: inhibitors. 360,000 compounds, 2.1% hits; note: potency is the fitted concentration of half-maximal effect; % is set by controls: 0 for no effect and ±100 for the full control effect; nearly all actives have a fitted effect of over 60% in size
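A549 ARE_Fluc cells, 5000/well, 5% FBS OPTI-MEM; compounds in dose-response, 18-24 h at 37 °C/5% CO2; CellTiter-Fluor viability read (Ex 405/Em 525), then BugLite luciferase luminescence = Nrf2 activity.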
HepG2 tox: kills HepG2 cells in TGF-b inhibitor counter-screen. HepG2 CAGA-GFP viability, ATP luminescence, 18 h. Potency, µM (doses to about 46.1 µM), without a hit: top-dose activity change, negative = cytotoxicity, hits mostly cytotoxic. 410,000 compounds, 0.76% hits; note: potency is the fitted concentration of half-maximal effect; some results filed as inactive show a strong effect at the top dose
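CellTiter-Glo luminescence gave cytotoxicity after 18 hours at 37 degrees C. The cells were HepG2 CAGA-GFP in 1% FBS DMEM, stimulated with 500 pg/mL TGF-beta after compound addition. %Activity was normalised to no-cell wells (complete cell-killing) and DMSO (no toxicity), and curves were fitted and classified.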
ATXN viability: viability counter-screen for ATXN expression inhibitors | S2 cells (HEK-293 line with an ATXN2-luciferase reporter) viability, CellTiter-Fluor protease fluorescence, 24 h | Potency, µM (titrated, usually from 56.7 µM), usual class: cytotoxic | 400,000 compounds, 0.49% hits; note: potency is the fitted concentration of half-maximal effect; nearly all actives have a fitted effect of over 40% in size
IL-2 act: activates IL-2 in a cell-based reporter assay; IL-2 activation reporter assay, cell-based qHTS; stimulated with anti-CD3/CD4/CD28 beads; in transgenic mouse T cells; activation, % (series mostly up to about 46 µM); 360,000 compounds, 0.065% hits; AID 652025; in the data active = activation above about 50%; inconclusive = mostly about 30% to 49%; note: 0% is about no effect
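Using fluorescent plate cytometry, EGFP and DsRed are detected in transgenic mouse T cells stimulated 18 h at 37 degrees C with antibody-coated beads after 60 min compound pretreatment.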
Nrf2 ARE act: activates Nrf2 signaling; AREc32 ARE-luciferase reporter (MCF7-derived line), luminescence, 24 h; Potency, µM (top dose mostly 46.1 µM), without a hit: top-dose activation, most hits filed as activators; 410,000 compounds, 0.31% hits; note: potency is the fitted concentration of half-maximal effect; % of control where 0% means no effect; nearly all actives have a fitted effect of over 65% in size
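ARE-driven firefly luciferase activity in AREc32 cells measured after a 24 hr compound exposure at 37 deg C, using Steady-Glo reagent and a 30 min room-temperature hold.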
ATXN2 expr inh: inhibitors of ATXN2 expression; HEK-293 ATXN2-luciferase reporter, luminescence, 24 h; Potency, µM (doses to about 57 µM), without a hit: top-dose activity change, negative = inhibition, usual class: inhibitors; 360,000 compounds, 0.72% hits; AID 1745845; note: potency is the fitted concentration of half-maximal effect; % is set by controls: 0 for no effect and ±100 for the full control effect; nearly all actives have a fitted effect of over 55% in size
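ATXN2-luciferase reporter cells (luciferase flanked by upstream and downstream ATXN2 gene portions) were treated 24 h at 37 °C with compounds at up to 57 uM. SteadyGlo luminescence gave expression; GF-AFC fluorescence gave viability.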
A549 viability: kills or reduces viability of A549 cells in Nrf2 counter-screen | 390,000 compounds, 0.16% hits | A549 ARE-Fluc cells, CellTiter-Fluor viability, 18-24 h | Potency, µM (doses to about 46 µM), for inactives: top-dose activity change, negative = cytotoxicity, actives largely listed as inhibitors; note: potency is the fitted concentration of half-maximal effect; % is set by controls: 0 for no effect and ±100 for the full control effect
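A549 ARE-Fluc cells in 5% FBS OPTI-MEM, 5000 cells/well, rested 2 h then exposed to compounds in concentration-response for 18-24 h at 37 °C. Viability by CellTiter-Fluor fluorescence (Ex 405/Em 525) after 30 min; luciferase luminescence (BugLite, 15 min, RT) read afterwards.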
EPAC2 agonist: activates human EPAC2 exchange factor | Q8WZA2 | EPAC2 activation, biochemical qHTS; response scale: 100% = 6.5 mM cAMP response | Potency, µM (top dose mostly 154 µM), for the others: at the highest dose activation, most hits filed as activators | 360,000 compounds, 0.079% hits | AID 720711; note: potency is the fitted concentration of half-maximal effect; nearly all actives have a fitted effect of over 50% in size
Target sequence (Q8WZA2 whole entry, looked up): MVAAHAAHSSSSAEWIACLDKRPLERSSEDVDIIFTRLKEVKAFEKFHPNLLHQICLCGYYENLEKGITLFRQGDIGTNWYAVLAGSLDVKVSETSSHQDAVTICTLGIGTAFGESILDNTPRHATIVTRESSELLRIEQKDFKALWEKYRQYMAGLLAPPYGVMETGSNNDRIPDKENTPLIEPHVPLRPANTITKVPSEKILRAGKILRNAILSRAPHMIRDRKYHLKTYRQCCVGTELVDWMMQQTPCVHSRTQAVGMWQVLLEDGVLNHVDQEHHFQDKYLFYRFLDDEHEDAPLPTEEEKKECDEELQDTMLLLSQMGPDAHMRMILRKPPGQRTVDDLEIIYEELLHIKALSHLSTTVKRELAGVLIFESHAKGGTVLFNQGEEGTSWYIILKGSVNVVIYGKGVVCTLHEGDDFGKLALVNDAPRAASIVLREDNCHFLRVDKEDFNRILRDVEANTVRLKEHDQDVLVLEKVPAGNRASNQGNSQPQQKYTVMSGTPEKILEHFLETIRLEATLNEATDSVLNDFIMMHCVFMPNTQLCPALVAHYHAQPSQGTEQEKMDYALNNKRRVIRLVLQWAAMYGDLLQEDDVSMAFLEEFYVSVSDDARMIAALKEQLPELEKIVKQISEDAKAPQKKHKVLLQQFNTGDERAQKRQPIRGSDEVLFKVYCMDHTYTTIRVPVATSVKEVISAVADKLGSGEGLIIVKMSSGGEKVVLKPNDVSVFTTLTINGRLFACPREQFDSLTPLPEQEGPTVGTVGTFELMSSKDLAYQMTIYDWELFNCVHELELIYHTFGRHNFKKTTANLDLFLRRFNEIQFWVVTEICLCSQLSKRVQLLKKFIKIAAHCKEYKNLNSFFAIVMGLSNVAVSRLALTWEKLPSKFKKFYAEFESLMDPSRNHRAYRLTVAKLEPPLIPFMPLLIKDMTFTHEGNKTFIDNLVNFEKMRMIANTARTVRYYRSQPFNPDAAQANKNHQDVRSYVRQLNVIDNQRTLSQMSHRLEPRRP
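Fluorescence exchange assay: 100 nM EPAC2 with 250 nM RAP1B-BODIPY-GDP and 50 uM GDP; compounds tested as a concentration-titration series (qHTS). Loss of Rap1-bound BODIPY-GDP fluorescence read at 480/540 nm; data normalized to 6.5 mM cAMP.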
TGFb SMAD3 inh: inhibitors of TGF-b signaling | HepG2 CAGA-GFP TGF-b/SMAD3 reporter, GFP fluorescence, 18 h; TGF-beta stimulated, 500 pg/mL final | Potency, µM (titrated, usually from 46.1 µM), inactives show top-dose activity, negative = inhibition, hits mostly inhibitors | 410,000 compounds, 1.2% hits | AID 588855; note: potency is the fitted concentration of half-maximal effect; % is set by controls: 0 for no effect and ±100 for the full control effect; nearly all actives have a fitted effect of over 65% in size
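Smad-responsive CAGA-GFP expression was quantified in HEPG2 cells exposed to compounds and 500 pg/mL final TGF-beta for 18 h at 37 degrees C; unstimulated wells defined full inhibition.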
* = called active by the depositor; i = inactive; u = inconclusive; x = not tested or not shown; [ ] = another dose, or the depositor's remark. Unless noted, calls come from the whole dose curve; as a rule, active = well fitted curve in the direction sought with a large enough effect; inconclusive = small, poorly fitted or top-dose-only effect, or another doubt; inactive = no such curve, though single readings can be large; an effect the other way counts as inactive or inconclusive. Not a hit list (roughly 4.3% active in at least one column).

SMILES | Nrf2 block | HepG2 tox | ATXN viability | IL-2 act | Nrf2 ARE act | ATXN2 expr inh | A549 viability | EPAC2 agonist | TGFb SMAD3 inh
O=C1NC(CCc2ccccc2)C(=O)N1CCOc1ccccc1 (stereo not given) | 8% | 4% | i | 0.8 | -0.4% | -30% | 4% | 3% | -2%
COc1ccc(-n2c(C)c(C(C)=O)c3cc(OC(C)=O)ccc32)cc1 | 1% | 0% | i | 1.8 | -0.4% | x | 0% | 6% | -8%
COc1ccccc1C(=O)N1CCC(N2CCN(c3ccccc3)CC2)CC1 | -13% | -5% | i | -0.2 | 0.2% | 6% | -4% | 8% | 8%
CC1(c2ccccc2Cl)NC(=O)N(CC(=O)NCCC2=CCCCC2)C1=O (stereo not given) | 3% | 2% | i | 1.9 | 0.1% | 33%[activator] | -4% | 11% | -10%
COc1cccc(NS(=O)(=O)c2c(C)nc3sccn3c2=O)c1 | 1% | -11% | i | -1.5 | 1.9% | -27% | -1% | 5% | 2%
Cc1nc(-n2nc(C)c(CCC(C)C)c2C)sc1C(=O)Nc1cccc(Cl)c1 | 5% | -7% | i | x | 0.5% | 3% | 0% | x | 1%
COc1ccc(OC(C)=O)c(C2c3cc(OC)c(OC)cc3CCN2C(C)=O)c1 (stereo not given) | 27% | 1% | i | -2.5 | -0.3% | 6% | 4% | -3% | 0%
COc1ccc(CCNC(=O)Cn2c(=O)c3cccn3c3ccccc32)cc1OC | u | 5% | x | x | -0.3% | x | -17% | x | -35%
CC(=O)c1c(C)oc2ccc(N(C(C)=O)S(=O)(=O)c3ccc(Br)cc3)cc12 | u | -29% | i | -2.6 | -0.7% | -20% | -14% | 5% | u
CCN1C(=O)[C@H]2[C@@H](c3ccc(C)cc3)N[C@]3(CCCN(Cc4ccc(OC)cc4)C3=O)[C@H]2C1=O | x | -25% | i | -0.3 | 0.1% | 6% | x | 9% | -6%
Cc1cc(C)n(CCN(C)C(=O)CCc2nnc(CCC3CCCCC3)o2)n1 | u | 0% | i | 0.7 | 8.0% | x | -2% | 2% | 18%
Cc1ccc2[nH]c(=O)c(CN(Cc3ccccc3)C(=S)NCCCN(C)C)cc2c1 | 11% | 3% | i | -1.8 | -0.3% | -9% | 13% | 11% | -6%
COc1cc(-c2noc(C3CCCN(C(=O)c4ccccc4)C3)n2)cc(OC)c1OC (stereo not given) | 10% | 10% | i | 0.0 | 8.8% | -20% | 13% | 0% | 1%
CCCCC[C@@H]1[C@H]2[C@H]3C(=O)N(c4ccccc4)C(=O)[C@H]3CC(=O)[C@H]2[C@H](c2ccccc2)N1S(=O)(=O)c1ccc(C)cc1 | x | -5% | i | 0.0 | -0.1% | 21% | x | -23% | u
O=C(c1ccc(Cl)cc1)N1CCn2c1nc1ccccc12 | 3% | -4% | i | 1.0 | -0.6% | 1%[11.3 µM] | -2% | 1% | 11%
COc1ccc(-c2nc(-n3c(C)c(C(C)=O)c(C(C)=O)c3C)sc2C)cc1 | u | 6% | i | -1.6 | 0.5% | -7% | x | -24% | -19%
COC(=O)c1cc(NC(=O)CC2C(=O)OCCN2Cc2ccccc2)cc(C(=O)OC)c1 (stereo not given) | 11% | 22% | i | x | 0.4% | 9% | -4% | x | 10%
N#Cc1ccc(OCC(=O)N2CCN(c3ccc(C(F)(F)F)cn3)CC2)cc1 | 0% | -22% | i | -0.8 | -0.3% | -25% | 2% | -6% | -13%
Cn1c(C(=O)N2CCC(C(=O)NCCc3ccc(S(N)(=O)=O)cc3)CC2)cc2sccc21 | 12% | 6% | x | x | -0.1% | x | -11% | x | -22%
Nc1n[nH]c(-c2cccc([N+](=O)[O-])c2)n1 | 5% | 5% | i | -0.5 | 13% | 0% | -1% | -3% | 60%[activator]

For convenience, 2 of the compounds above.
SMILES | Nrf2 block | HepG2 tox | ATXN viability | IL-2 act | Nrf2 ARE act | ATXN2 expr inh | A549 viability | EPAC2 agonist | TGFb SMAD3 inh
COc1ccccc1C(=O)N1CCC(N2CCN(c3ccccc3)CC2)CC1 | -13% | -5% | i | -0.2 | 0.2% | 6% | -4% | 8% | 8%
CC1(c2ccccc2Cl)NC(=O)N(CC(=O)NCCC2=CCCCC2)C1=O (stereo not given) | 3% | 2% | i | 1.9 | 0.1% | 33%[activator] | -4% | 11% | -10%

The list goes on:
SMILES | Nrf2 block | HepG2 tox | ATXN viability | IL-2 act | Nrf2 ARE act | ATXN2 expr inh | A549 viability | EPAC2 agonist | TGFb SMAD3 inh
Cc1ccc(NC2CCCN(C(=O)c3cccc4nccnc34)C2)cc1C (stereo not given) | 0% | -11% | i | -0.3 | 1.4% | 11% | 4% | 5% | 14%
O=C(c1c(F)cccc1F)N1CCCC(c2nc(-c3cccs3)no2)C1 (stereo not given) | u | -14% | i | 0.4 | 3.8% | 19% | 1% | 20% | -2%
COc1cccc(CN(C)CC(=O)Nc2sc3c(c2C#N)CCC3)c1OC | -9% | 0% | u | 0.4 | -0.6% | -22% | -1% | 7% | -3%
COC(=O)C1C(=O)C(C(=O)/C=C/c2ccccc2)C(=O)CC1(C)C (stereo not given) | u | 4% | i | 0.4 | 23%[9.22 µM] | -28% | -9% | -4% | -1%
COc1ccc(NC(=O)CSc2nnc(-c3ccccn3)n2-c2ccccc2)cc1OC | -17% | -3% | i | -0.5 | 0.4% | -10% | -22% | -1% | -8%
CC(=O)c1cccc(NC(=O)c2nc3ccccc3nc2N2CCCCC2)c1 | x | -23% | i | x | 7.7% | 11% | -10% | x | 17%
Cc1cc2c(=O)n(CC(=O)NCC(=O)Nc3ccc(C(C)C)cc3)cnc2s1 | 4% | -5% | i | -2.2 | -0.2% | -15% | 11% | 8% | 2%
c1ccc(-c2nnn(C34CC5CC(CC(C5)C3)C4)n2)cc1 | 1% | -25% | i | -1.2 | 0.5% | 41%[activator] | 0% | 4% | 23%
CC12CC3CC(C)(C1)CC(C(=O)NC(=S)N1CCOCC1)(C3)C2 | -18% | -2% | i | -1.4 | 0.0% | -6% | 3% | 4% | u
O=C(Nc1ccccc1C(=O)NCc1ccco1)Nc1cccc2ccccc12 | -28% | 0% | u | -1.9 | u | x | -25% | 0% | 3%
CCOC(=O)[C@H]1[C@H]2COc3ccc(Cl)cc3[C@H]2N2C(=O)CNC(=O)[C@@]12C | -11% | 22% | i | -1.8 | -1.2% | 5% | -8% | 10% | 18%
Cn1c(=N)n(CC(=O)c2ccc(F)cc2)c2ccccc21 | u | -41% | i | -1.9 | -1.0% | u | -4% | 16% | u
O=C(NNC(=O)c1ccc(-c2ccc([N+](=O)[O-])cc2)o1)c1ccncc1 | 4% | -3% | i | 0.8 | -0.1% | 16% | -9% | 8% | -8%
COc1ccccc1NC(=O)c1ccccc1Nc1ccccc1 | -25% | -4% | i | -6.4 | -0.2% | -9% | 1% | 15% | -5%
O=C(NCCCN1CCCC(O)C1)c1cc(COc2ccc(F)cc2F)on1 (stereo not given) | 4% | -29% | i | 1.7 | 3.7% | -1% | 7% | 3% | 5%
CCn1cnc2cc(NC(=O)c3ccco3)ccc21 | 17% | -11% | i | -0.7 | -0.4% | -35% | -7% | 6% | -2%
CCc1noc(C)c1C(=O)Nc1nnc(CC(C)C)s1 | 1% | -23% | i | 0.5 | -0.7% | -3% | 1% | 2% | -3%
COc1ccc(OC)c(-c2csc(CCn3nc(C)cc3C)n2)c1 | -12% | -3% | i | 0.8 | 0.4% | -4% | 2% | 3% | -3%
CCN(CC)c1ccc(C=Nc2ccc(OC)c(S(=O)(=O)N3CCOCC3)c2)c(O)c1 | 2% | 15% | i | -0.5 | -0.4% | x | -5% | 12% | 26%
CCn1cc(CN2CCC(n3nccc3NC(=O)C(OC)c3ccccc3)CC2)cn1 (stereo not given) | 7% | 11% | i | 0.0 | 2.4% | 7% | -10% | -1% | 19%
Cc1c(NC(=O)c2ccc(N3CCC(C)CC3)c([N+](=O)[O-])c2)cccc1-c1nc2ccccc2o1 | u | 6% | i | x | -1.1% | -10% | -1% | x | 21%
O=C(Nc1nnc(SCc2ccccc2F)s1)C1=COCCO1 | u | 4% | i | -1.8 | -2.2% | 35%[activator] | -2% | 9% | 13%
COc1cc(NC(=O)Cc2cccs2)ccc1-n1cnnn1 | -23% | -7% | i | 0.1 | 2.3% | 0% | -2% | 3% | -17%
CS(=O)(=O)c1ccc2nc(NC(=O)c3cc(-c4ccccc4)nn3-c3ccccc3)sc2c1 | -11% | 1% | i | -5.2 | 0.3% | x | 11% | 7% | 9%

Part of the list above, reduced to ATXN viability and TGFb SMAD3 inh:
molecule	ATXN viability	TGFb SMAD3 inh
O=C(c1ccc(Cl)cc1)N1CCn2c1nc1ccccc12	i	11%
COc1ccc(-c2nc(-n3c(C)c(C(C)=O)c(C(C)=O)c3C)sc2C)cc1	i	-19%
COC(=O)c1cc(NC(=O)CC2C(=O)OCCN2Cc2ccccc2)cc(C(=O)OC)c1 (stereo not given)	i	10%
N#Cc1ccc(OCC(=O)N2CCN(c3ccc(C(F)(F)F)cn3)CC2)cc1	i	-13%
Cn1c(C(=O)N2CCC(C(=O)NCCc3ccc(S(N)(=O)=O)cc3)CC2)cc2sccc21	x	-22%
